Screens from PubChem BioAssay.
KOR beta-arrestin-1 = kappa opioid receptor activators – cell-based, luminescence, uHTS, primary screen (AID 1777); 280,000 compounds, 0.02% hits; KOR beta-arrestin recruitment, luminescence; higher % means a stronger effect; activation, % at 10 µM; hits with a dose series show EC50 in µM; in the data active = activation above about 50%, passing the limit was not always enough; note: a part of the inactive calls stands beside numbers as strong as those of hits
KOR beta-arrestin-2 = KOR antagonists, beta-arrestin recruitment, cell-based, luminescence, uHTS (AID 1778). KOR beta-arrestin recruitment, luminescence, antagonist mode; higher % means a stronger effect. inhibition, % at 10 µM; hits with a dose series show IC50 in µM. 290,000 compounds, 0.091% hits; in the data active = inhibition above about 50%; note: strong numbers were not always called active
AID2073 = inhibitors of Mint1-CaV2.2 protein interaction, biochemical, HTRF (AID 2073); 290,000 compounds, 0.19% hits; inhibition, % at 20 µM; hits with a dose series show IC50 in µM; HTRF protein-protein interaction, Mint1-CaV2.2; higher % means a stronger effect; in the data active = inhibition mostly above about 51%, no sharp cut-off; note: some results filed as inactive read as strong as hits
GPR35 arrestin U2OS = GPR35 antagonists blocking zaprinast-driven arrestin recruitment, primary screen, imaging, U2OS, beta-arrestin-GFP, zaprinast agonist (AID 2058). U2OS GPR35 beta-arrestin-GFP translocation imaging, zaprinast antagonism; higher % means a stronger effect. inhibition, % at 10 µM; hits with a dose series show IC50 in µM. 290,000 compounds, 0.052% hits;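 active = inhibition of at least 50% with at least 30 cells and total cytoplasm GFP at most 10,000,000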
GPR55 antagonists = GPR55 antagonists blocking LPI-driven arrestin recruitment, primary screen, imaging, U2OS, beta-arrestin-GFP, LPI agonist (AID 2013); U2OS GPR55 beta-arrestin-GFP translocation imaging, LPI antagonism; higher % means a stronger effect; inhibition, % at 10 µM, or IC50 in µM where a hit was titrated; 290,000 compounds, 0.13% hits;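 active = spots per cell inhibited over 60%, with over 100 cells counted and total cytoplasm intensity under 500,000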;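 note: U2OS cells stably carrying GPR55 and arrestin-GFP stimulated by 5 µM LPI near EC80; imaged beta-arrestin-GFP aggregate spots per cell after agonist stimulation; plate controls were LPI-stimulated DMSO wells for no effect and DMSO wells without LPI for full effect; some results filed as inactive read as strong as hits; confirmed hits need IC50 under 10 µM and bright autofluorescent wells are also inconclusive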
GPR55 beta-arrestin = selective activators of receptor GPR55 – imaging, U2OS cells, beta-arrestin-GFP redistribution, primary screen (AID 1961) | U2OS GPR55 beta-arrestin-GFP redistribution imaging; higher % means a stronger effect | one-dose activation, % at 10 µM; EC50 in µM for titrated hits | 290,000 compounds, 0.048% hits;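 active = activation above 40% with more than 50 cells counted in the well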;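 note: U2OS osteosarcoma cells stably expressing GPR55 and beta-arrestin-GFP; plate controls were DMSO negative control for no effect and LPI positive control for full effect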
Siah-1 displacement = Siah-1 peptide-binding antagonists, primary screen, biochemical, fluorescence polarization, rhodamine-plectin, uHTS (AID 1817); 290,000 compounds, 0.02% hits; displacement, % at 20 µM; hits with a dose series show IC50 in µM; Siah-1 / rhodamine-plectin peptide fluorescence polarization; higher % means a stronger effect;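 active = displacement of at least 50% at 20 µM, with a fluorescence ratio check between 0.3 and a set limit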;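 note: plate controls were Siah plus tracer with DMSO for no effect and tracer alone without Siah for full effect; strong numbers were not always called active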
NOD1 NF-kB reporter = inhibition of NOD1-driven NF-kB reporter – cell-based, luminescence, uHTS, primary screen (AID 1578); inhibition, % at 4 µM; hits with a dose series show EC50 in µM; NOD1-driven NF-kB luciferase reporter cells, luminescence; higher % means a stronger effect; 290,000 compounds, 1% hits; in the data active = inhibition mostly above about 36%, no sharp cut-off; inactive = mostly below about 34%;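 note: HEK-293T reporter cells stimulated with the NOD1 agonist gamma-tri-DAP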
HIV peptide binding = cell-free HIV fusion peptide-binding blockers – biochemical, uHTS, fluorescence dequenching, primary screen (AID 1986); cell-free peptide binding, fluorescence dequenching, 30 min; higher % means a stronger effect; inhibition, % at 20 µM; hits with a dose series show IC50 in µM; 290,000 compounds, 0.3% hits; in the data active = inhibition mostly above about 52%, no sharp cut-off; inactive = mostly below about 76%; note: some results filed as inactive read as strong as hits
An asterisk follows results filed as active; x = not tested or not shown; [ ] = another dose, or the depositor's remark. An excerpt; count on the stated rates, not on these rows.

item	canonical_smiles	KOR beta-arrestin-1	KOR beta-arrestin-2	AID2073	GPR35 arrestin U2OS	GPR55 antagonists	GPR55 beta-arrestin	Siah-1 displacement	NOD1 NF-kB reporter	HIV peptide binding
1	CCOC(=O)C1C(c2ccccc2)C(C(=O)OCC)S(=O)(=O)C(CCN(CC)CC)S1(=O)=O (configuration not stated)	-3.9%	-9.2%[20 µM]	-0.2%	37.0%	-17.2%	0.0%	-0.7%	-30.4%	-0.3%
2	Cc1cc(C(C)(C)C)ccc1OCCN1CCCC1	2.5%	-51.2%	-3.7%	-4.8%	-5.2%	0.2%	2.7%	-14.8%	-1.4%
3	CCSc1nnc(NC(=O)CSc2nnc(CNC(=O)c3ccc(OC)c(OC)c3)o2)s1	3.0%	-22.0%	-9.0%	-5.9%	6.2%	-0.2%	-4.9%	-32.8%	13.5%
4	O=C1CCC/C(=N\NC(=O)c2ccc(COc3ccccc3-c3ccccc3)cc2)C1	-8.2%	-1.0%	16.3%	-12.8%	4.1%	0.2%	-0.5%	-38.0%	-3.2%
5	CC1(C)Cc2c(c(-c3ccco3)nc3sc4c(NCCO)ncnc4c23)CO1	-1.7%	2.9%	-5.5%	-5.7%	2.3%	0.6%	3.0%	-4.0%	9.2%
6	COc1ccccc1/C=C/C=N/NC(=O)Cc1cccs1	-1.4%	3.3%	7.4%	4.9%	5.4%	-0.3%	0.3%	-6.6%	1.6%
7	CC(Sc1n[nH]c(N)n1)C(=O)Nc1cccc(S(=O)(=O)N2CCOCC2)c1 (configuration not stated)	-4.2%	6.8%	5.2%	-10.8%	8.1%	0.5%	3.3%	-18.9%	2.1%
8	Cc1cc(N(CCO)CCO)nc(-n2nc(C)cc2C)n1	-3.9%	-6.2%	9.9%	2.8%	6.9%	-0.2%	-10.8%	5.3%	-1.2%
9	COc1ccc(S(=O)(=O)NC2CC3CCC2C3)cc1Br (configuration not stated)	-4.1%	-25.6%[20 µM]	2.4%	1.7%	-2.2%	0.6%	4.5%	-29.8%	0.1%
10	CC(C)(C)OC(=O)NNC(=O)c1cccs1	-2.3%	9.5%	8.5%	-2.6%	4.5%	0.1%	4.2%	-11.8%	4.3%
11	CC(Sc1nccn1C)C(=O)c1ccc(Br)cc1 (configuration not stated)	-2.0%	-17.8%	0.0%	-0.9%	4.1%	-0.1%	3.5%	-30.9%	-0.5%
12	CN(C)CCN1C(=O)C(O)=C(C(=O)c2ccco2)C1c1ccccc1F (configuration not stated)	-3.9%	35.3%	-9.2%	0.1%	11.0%	0.3%	2.1%	-7.8%	-0.7%
13	C=CCCCCCCCCc1nc(SCC(C)=O)n[nH]1	8.1%	-5.8%	4.5%	18.4%	-23.4%	-0.1%	-0.8%	1.6%	0.2%
14	Cc1ccc(NS(=O)(=O)c2ccc3c(c2)c(=O)n(C)c(=O)n3C)cc1F	-3.1%	-45.0%	-8.3%	0.8%	13.3%	-0.1%	-0.7%	23.3%	-0.9%
15	COc1ccc(C(=O)Nc2cc([N+](=O)[O-])ccc2N2CCCC2)cc1	-3.9%	2.3%	-9.5%	-0.1%	14.7%	-0.8%	6.6%	-36.7%	-0.3%
16	COC(=O)c1ccc(NC(=S)N2CCCC2)cc1	-0.9%	26.3%	2.1%	-4.4%	5.2%	0.0%	2.9%	-31.2%	-1.9%
17	CC(=O)N1CSCC1C(=O)O (configuration not stated)	-2.3%	11.3%	11.2%	-0.1%	4.2%	-0.2%	5.0%	-18.7%	2.6%
18	Cc1ccc(-n2c(CCc3ccccc3)nnc2SCC(=O)NCc2ccccc2)cc1C	6.5%	x	-3.0%	-14.5%	-4.9%	-0.2%	-4.6%	23.3%	-1.6%
19	Cc1cccc(C(=O)NNC(=O)c2ccccc2Br)c1	4.1%	-27.1%[20 µM]	2.0%	4.5%	5.3%	-0.1%	3.7%	-4.4%	2.1%
20	Cc1cccc(NC(=O)NCC(c2ccco2)N2CCCCC2)c1 (configuration not stated)	-0.5%	-15.5%	0.3%	4.8%	13.3%	-0.1%	-5.3%	-39.1%	0.0%
21	CN(Cc1cccc(Cl)c1Cl)C(=O)c1ccc(NC(=O)CC#N)cc1	-2.0%	21.2%	14.4%	7.8%	7.1%	-0.1%	7.0%	-4.3%	11.0%
22	CNC(=S)N1CCN(c2nc(-c3cccc(OC)c3)cs2)CC1	4.7%	-72.2%[20 µM]	-19.7%	-1.4%	-2.0%	1.4%	-0.8%	-20.1%	-1.3%
23	COC(CNC(=O)c1coc2nc3ccccc3nc12)OC	-2.0%	20.1%	-23.7%	-7.5%	-2.8%	0.0%	10.0%	-4.5%	2.6%
24	CCOC(=O)c1c(NC(=O)CN2C(=O)NC3(CCCCCC3)C2=O)sc(C)c1-c1ccc(C)cc1	-3.9%	-8.0%	5.1%	2.4%	13.4%	0.4%	-2.6%	-48.4%	-2.5%
25	Cc1ccc(N2CCN(C(=S)c3ccc(-c4cccc([N+](=O)[O-])c4)o3)CC2)cc1	-1.2%	-29.8%	12.9%	15.4%	-0.9%	-0.1%	0.3%	-33.5%	3.0%
26	Clc1ccccc1CSc1cc2c(nn1)-c1ccccc1CC2	0.2%	0.0%	-2.0%	19.6%	5.5%	-0.1%	0.4%	-6.3%	-2.3%
27	CN(C)CCNC(=O)c1sc2cccc(F)c2c1Cl	-9.3%	-11.4%[20 µM]	-3.5%	6.6%	19.3%	0.5%	4.9%	-15.6%	-0.6%
28	COc1cc(NS(=O)(=O)c2ccc(N)cc2)nc(OC)n1	-1.4%	8.3%	4.2%	-1.2%	-7.4%	-0.1%	-1.0%	-36.6%	1.6%
29	O=C(C1CCN(S(=O)(=O)N2CCOCC2)CC1)N1CCOCC1	1.7%	-25.7%	0.1%	3.9%	-3.8%	-0.2%	-1.0%	-15.2%	9.9%
30	COc1ccc(Nc2nnc(SC(C(=O)Nc3cc(C)ccc3C)c3ccccc3)s2)cc1 (configuration not stated)	-3.1%	54.7%	20.1%	2.4%	-1.3%	-0.2%	-3.0%	23.0%	0.4%
31	C=CCNC(=S)NCCO	7.8%	35.1%	-1.2%	3.8%	6.0%	0.3%	-0.8%	2.7%	-1.2%
32	Cc1ccsc1C(=O)NNC(=S)NCC(C)C	-1.2%	-23.6%	-29.6%	-18.4%	8.5%	-0.1%	0.5%	-22.3%	-4.5%
33	CC1(C)OC(=O)C(=CNC(Cc2c[nH]c3ccccc23)C(=O)O)C(=O)O1 (configuration not stated)	-3.0%	46.9%	14.1%	-0.4%	8.4%	-0.1%	0.8%	5.2%	-1.6%
34	CC(OC(=O)c1ccc(NS(=O)(=O)c2ccc3[nH]c(=O)[nH]c3c2)cc1)C(=O)Nc1cccc(Cl)c1Cl (configuration not stated)	1.8%	20.5%	29.4%	0.3%	11.7%	0.3%	1.9%	8.2%	0.4%
35	CCOC(=O)C1CCCN(C(=O)c2cc(-c3ccccc3)nc3ccccc23)C1 (configuration not stated)	7.3%	20.2%	-4.5%	2.1%	6.7%	-0.4%	2.5%	-20.9%	2.9%
36	Cn1nnc2cc(NC(=O)N3CC4(C)CC3CC(C)(C)C4)ccc21 (configuration not stated)	-0.6%	42.8%	-2.5%	-4.8%	2.6%	0.4%	0.3%	-1.0%	-1.4%
37	Cc1cccc(NC(=O)C2CCCN(S(=O)(=O)c3ccc4[nH]c(=O)ccc4c3)C2)n1 (configuration not stated)	-5.0%	3.3%	6.9%	-3.0%	-2.5%	-0.1%	-3.6%	-13.3%	-0.9%
38	O=C(O)c1cc(=O)[nH]c2c(Cl)cccc12	-0.9%	-11.2%	1.3%	-20.9%	-3.7%	-0.1%	7.5%	-21.2%	0.5%
39	O=C(Nc1ccccc1F)C(=O)c1cn(CC(=O)N2CCCCC2)c2ccccc12	-5.4%	18.7%	1.1%	-3.5%	6.1%	0.5%	2.2%	-22.2%	0.2%
40	O=C(Nc1ccc2nc(-c3ccccn3)c(-c3ccccn3)nc2c1)N1CCOCC1	x	-19.6%[20 µM]	21.8%	14.9%	1.4%	0.6%	0.2%	-36.8%	-0.6%

Full records from above. Values in the order: KOR beta-arrestin-1, KOR beta-arrestin-2, AID2073, GPR35 arrestin U2OS, GPR55 antagonists, GPR55 beta-arrestin, Siah-1 displacement, NOD1 NF-kB reporter, HIV peptide binding
CC1(C)OC(=O)C(=CNC(Cc2c[nH]c3ccccc23)C(=O)O)C(=O)O1 (configuration not stated) reads -3.0%, 46.9%, 14.1%, -0.4%, 8.4%, -0.1%, 0.8%, 5.2%, -1.6%
CCOC(=O)C1CCCN(C(=O)c2cc(-c3ccccc3)nc3ccccc23)C1 (configuration not stated) reads 7.3%, 20.2%, -4.5%, 2.1%, 6.7%, -0.4%, 2.5%, -20.9%, 2.9%
Cn1nnc2cc(NC(=O)N3CC4(C)CC3CC(C)(C)C4)ccc21 (configuration not stated) reads -0.6%, 42.8%, -2.5%, -4.8%, 2.6%, 0.4%, 0.3%, -1.0%, -1.4%
CC(OC(=O)c1ccc(NS(=O)(=O)c2ccc3[nH]c(=O)[nH]c3c2)cc1)C(=O)Nc1cccc(Cl)c1Cl (configuration not stated) reads 1.8%, 20.5%, 29.4%, 0.3%, 11.7%, 0.3%, 1.9%, 8.2%, 0.4%

Continuation:
item	canonical_smiles	KOR beta-arrestin-1	KOR beta-arrestin-2	AID2073	GPR35 arrestin U2OS	GPR55 antagonists	GPR55 beta-arrestin	Siah-1 displacement	NOD1 NF-kB reporter	HIV peptide binding
41	COc1ccc(C)cc1NC(=O)c1ccc2c(SCC(=O)O)c3c(nc2c1)CCCC3	3.8%	34.0%	20.8%	12.9%	-1.6%	-0.1%	4.3%	-8.0%	7.5%
42	O=C(CCl)Nc1cc(S(=O)(=O)N2CCOCC2)ccc1N1CCOCC1	-5.2%	5.3%	-2.4%	-10.7%	9.7%	-0.4%	6.4%	-27.7%	1.0%
43	Cc1c(NC(=O)c2cn3ccccc3n2)cccc1-n1cnnn1	-3.1%	21.3%	5.2%	4.1%	7.2%	1.1%	9.6%	-6.1%	0.1%
44	Cc1ccc(NCCC(=O)c2ccc(Cl)cc2)cc1	3.2%	-1.2%	-5.7%	-13.9%	2.2%	0.2%	-1.2%	-5.0%	-1.0%
45	COc1ccccc1NC(=O)CSc1nccn1Cc1ccc(F)cc1	2.0%	-2.2%	-5.4%	7.3%	-5.8%	0.2%	1.0%	0.3%	1.2%
46	CC(C)(C)C(=O)/C(C#N)=C/c1ccc(O)cc1	-3.3%	18.2%	-6.0%	10.2%	0.6%	-0.4%	-4.8%	-9.9%	0.5%
47	O=C(Nc1ccc(Cc2ccc(NC(=O)C3CC3)c(O)c2)cc1O)C1CC1	2.8%	7.1%	-5.6%	-8.2%	10.6%	-0.1%	-0.1%	x	-1.2%
48	CCOC(=O)C(=O)Nc1ccccc1C(N)=O	-4.3%	23.6%	-0.6%	-1.9%	-1.6%	-0.1%	4.6%	-11.8%	-1.5%
49	CCOC(=O)COc1ccccc1/C=N/O	5.1%	-4.7%	9.0%	-9.3%	-6.0%	-0.1%	-2.3%	-29.9%	2.9%
